JMJD2A Tudor inh: blocks the human JMJD2A Tudor domain | AlphaScreen JMJD2A-Tudor / H3K4me3 peptide binding | actives 4.4% (n = 390,000) | O75164 | Potency, µM (doses to about 114 µM), without a hit: top-dose activity change, negative = inhibition, usual class: inhibitors; also: % is scaled to controls: 0 for no effect and ±100 for the full control effect; nearly all actives have a fitted effect of over 50% in size
Pol iota inh: DNA polymerase iota (human) inhibition. Q9UNA4. Pol iota fluorescent replication assay, 10 min. Potency, µM (doses to about 115 µM), for the others: at the highest dose activity, negative = inhibition, usual class: inhibitors. actives 1% (n = 390,000). AID 588590
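Fluorescent replication assay read twice, at 0 min and 10 min after adding 50 nM (final) substrate. Enzyme (10 nM) and compounds were first incubated 15 min at room temperature; enzyme-free buffer wells were negative controls.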
BAZ2B block: inhibitors of human BAZ2B bromodomain; Potency, µM (series often up to 114 µM), inactives show top-dose activity change, negative = inhibition, usual class: inhibitors; Q9UIF8; actives 4.4% (n = 360,000); AID 504333; AlphaScreen BAZ2B-H3K14Ac peptide displacement; also: % is scaled to controls: 0 for no effect and ±100 for the full control effect; nearly all actives have a fitted effect of over 60% in size
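Protein-peptide AlphaScreen: BAZ2B 50 nM, b-H3K14Ac 50 nM, 1x PBS pH 7.4 + 0.01% Tween-20. Preincubation 30 min RT; cpd 30 min RT (top 110 uM); beads 20 min RT, light-protected.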
G9a inh: inhibitors of human histone lysine methyltransferase G9a; G9a H3K9 monomethylation, AlphaScreen, 2 h; Potency, µM (highest dose often 102 µM), for the others: top-dose activity, negative = inhibition, hits mostly inhibitors; AID 504332; Q96KQ7; actives 8.8% (n = 350,000); also: % is scaled to controls: 0 for no effect and ±100 for the full control effect; nearly all actives have a fitted effect of over 75% in size
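AlphaScreen read-out: biotin-H3K9 peptide (500 nM) methylation by 20 nM enzyme with 20 uM SAM, 2 h at room temperature after 15 min compound preincubation; anti-monomethyl H3K9 antibody plus donor/acceptor beads, 10 min dark.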
Pol beta inh: blocks human DNA polymerase beta activity. P06746. Pol beta primer extension/strand displacement, fluorescence kinetic. Potency, µM (top dose mostly 114 µM), for the others: at the top dose activity change, negative = inhibition, hits mostly inhibitors. actives 1.3% (n = 340,000). AID 485314; also: % is scaled to controls: 0 for no effect and ±100 for the full control effect
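Pol beta (10 nM) and compounds were preincubated 15 min at room temperature, then 50 nM substrate (final) started primer extension/strand displacement. Reads were taken at 0 and 10 min; concentration-response data were fitted to a four-parameter Hill equation.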
APEX1 inh: blocks human APE1 abasic DNA cleavage. Potency, µM (series often up to 65.8 µM), inactives show at the highest dose activity change, negative = inhibition, most hits filed as inhibitors. AID 2517. actives 0.35% (n = 350,000). recombinant APE1, TAMRA/BHQ-2 abasic DNA cleavage fluorescence;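 also: plate controls were vehicle for no effect and reference inhibitor for full effect; nearly all actives have a fitted effect of over 55% in size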
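Compound pre-exposure to 0.75 nM APE1, 15 min at ambient temperature. Reaction initiated with 50 nM TAMRA/BHQ-2 THF substrate, read immediately in kinetic mode, 525 nm excitation, 598 nm emission.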
Pol kappa inh: inhibitors of human DNA polymerase kappa. Q9UBT6. purified Pol kappa, fluorescent DNA synthesis assay, 10 min. Potency, µM (titrated, usually from 107 µM), inactives show at the top dose activity, negative = inhibition, actives largely listed as inhibitors. actives 0.53% (n = 400,000). AID 588579; also: % is scaled to controls: 0 for no effect and ±100 for the full control effect
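Here, compound and 10 nM enzyme are combined for 15 min at room temperature; adding 50 nM substrate (final) starts DNA synthesis, tracked by fluorescence at 0 and 10 min against buffer-only wells.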
Pol eta inh: blocks human DNA polymerase eta activity | Potency, µM (top dose mostly 114 µM), for inactives: at the top dose activity change, negative = inhibition, actives largely listed as inhibitors | actives 1.2% (n = 390,000) | recombinant Pol eta, fluorescent DNA replication assay | Q9Y253; also: % is scaled to controls: 0 for no effect and ±100 for the full control effect
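Fluorescent replication assay: 50 nM final substrate added after a 15 min room-temperature compound preincubation with 10 nM enzyme. Signal taken at 0 min and again at 10 min.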
BLM helicase inh: blocks DNA unwinding by human BLM helicase; recombinant BLM DNA unwinding, fluorescence dequenching; Potency, µM (top dose mostly 56.1 µM), for inactives: at the highest dose activity change, negative = inhibition, usual class: inhibitors; actives 0.2% (n = 350,000);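 also: plate controls were vehicle for no effect and no enzyme for full effect; nearly all actives have a fitted effect of over 35% in size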
* hit, by the source's call; ? = inconclusive; · = no result given; & = joins results of further samples; [ ] = remark or other dose. Calls follow the shape of the dose curve; as a rule, active = well fitted curve in the direction sought with a large enough effect; inconclusive = small, poorly fitted or top-dose-only effect, or another doubt; inactive = no such curve, though single readings can be large; an effect the other way counts as inactive or inconclusive. Potency is read from the fitted curve at half-maximal effect.

Pol iota inh | Pol beta inh | canonical_smiles | G9a inh | Pol kappa inh | BAZ2B block | BLM helicase inh | APEX1 inh | JMJD2A Tudor inh | Pol eta inh
75%[activator] | 22% | Cc1noc(C)c1COc1ccc(C(=O)OCC(N)=O)cc1 | -30% | 2% | 0% | -3% | 0% | -4% | -14%
22% | 34% | Cc1ccccc1C(=O)NC(=S)Nc1ccc(N2CCN(C(=O)c3ccccc3)CC2)cc1 | -2% | -1% | 0% | -7% | 17% | ? | -23%
18% | · | CCCCNc1c(-c2cccc(SC(C)CC)c2)nc2ccc(Cl)cn12 (stereo not given) | · | 3% | · | · | 28% | 19% | -7%
19% | -9% | COc1ccc(-c2noc(CCC(=O)O)n2)cc1 | -25% | -3% | -5% | -15% | 0% | -10% | -6%
-21%&4% | · | COc1ccc(CN([C@H](CO)CC(C)C)S(=O)(=O)N(Cc2ccccc2)[C@H](CO)CC(C)C)cc1 | · | -15%&-1% | · | · | -17% | -24% | ?
-29% | 18% | CCOC(=O)c1ccc(NC(=O)Oc2cc(C)c(Cl)cc2C(C)C)cc1 | 21%[12.7 µM] | -10% | 3% | -10% | -4% | 9% | -20%
13% | 7% | O=C(CN(C1CC1)S(=O)(=O)c1ccc(S(=O)(=O)N2CCCCCC2)cc1)Nc1ccccc1 | -1%[59 µM] | -11% | · | 0% | 2% | -25% | 0%
? | 0% | CCOC(=O)c1c(C)oc2ccc(NS(=O)(=O)c3ccc4c5c(cccc35)C(=O)N4)cc12 | -48%[59 µM] | ? | -37% | -1% | ? | ? | ?
172%[activator] | -10% | O=C(c1cccc(S(=O)(=O)NCc2ccccc2)c1)N1CCCC1 | 7% | -5% | 0% | -2% | ? | 3% | -21%
23% | 27% | O=C(c1cccc(Oc2ccc([N+](=O)[O-])cc2Cl)c1)N1CCOCC1 | 19% | -1% | -28% | -1% | 6% | -15% | -4%
3% | · | COc1ccc(NC(=O)c2ccc(NC(=O)c3nc4nccc(C)n4n3)cc2)cc1 | · | -3% | · | · | 1% | 4% | -14%
13% | ? | Cc1cc(OCCOc2cccc3cccnc23)c(C)cc1Cl | 4% | -5% | 35%[activator] | 2% | 2% | -5%[57.1 µM] | ?
90%[activator] | -2% | Cc1cc(NC(=O)c2ccco2)c(=O)n(Cc2c(F)cccc2Cl)c1 | 17% | -23% | -1% | -3% | 28% | 5% | -9%
-7% | 1% | CCCOC(=O)NC(CC)COC(=O)Nc1cc(C)ccc1C (stereo not given) | -11% | -7% | -3% | -2% | -1% | -1% | -7%
-15% | 10% | CC(C)CCNC(=O)c1ccc(CS(=O)(=O)Cc2ccccc2F)o1 | -34% | 10% | -27% | -4% | 4% | 1% | -8%
17% | ? | CS(=O)(=O)Nc1ccc(C2=NN(C(=O)c3ccco3)C(c3ccccc3)C2)cc1 (stereo not given) | -13%[59 µM] | -7% | -8% | 0% | -2% | -11% | -20%

Reprinted at random: five compounds from above
Pol iota inh | Pol beta inh | canonical_smiles | G9a inh | Pol kappa inh | BAZ2B block | BLM helicase inh | APEX1 inh | JMJD2A Tudor inh | Pol eta inh
-15% | 10% | CC(C)CCNC(=O)c1ccc(CS(=O)(=O)Cc2ccccc2F)o1 | -34% | 10% | -27% | -4% | 4% | 1% | -8%
17% | ? | CS(=O)(=O)Nc1ccc(C2=NN(C(=O)c3ccco3)C(c3ccccc3)C2)cc1 (stereo not given) | -13%[59 µM] | -7% | -8% | 0% | -2% | -11% | -20%
-21%&4% | · | COc1ccc(CN([C@H](CO)CC(C)C)S(=O)(=O)N(Cc2ccccc2)[C@H](CO)CC(C)C)cc1 | · | -15%&-1% | · | · | -17% | -24% | ?
23% | 27% | O=C(c1cccc(Oc2ccc([N+](=O)[O-])cc2Cl)c1)N1CCOCC1 | 19% | -1% | -28% | -1% | 6% | -15% | -4%
19% | -9% | COc1ccc(-c2noc(CCC(=O)O)n2)cc1 | -25% | -3% | -5% | -15% | 0% | -10% | -6%

Next section
Pol iota inh | Pol beta inh | canonical_smiles | G9a inh | Pol kappa inh | BAZ2B block | BLM helicase inh | APEX1 inh | JMJD2A Tudor inh | Pol eta inh
18% | 14% | COc1cccc(OC)c1C(=O)N1CCN(c2ccccn2)CC1 | -12%[59 µM] | 2% | 1% | -1% | 4% | -14% | -3%
4% | 1% | COc1ccccc1NC(=O)CSc1nc(O)c(Cc2ccccc2)c(=O)[nH]1 | 3%[59 µM] | -2% | -1% | 0% | -16% | -8% | -10%
5% | · | Cc1cc(NC(=O)CSCC(=O)Nc2cc(Cl)ccc2N2CCN(C)CC2)no1 | 28%[12.7 µM] | 0% | -5% | · | -12% | -8% | -3%
-5% | · | CCCc1cc(=O)[nH]c(SCC(=O)N(C)C2CCCCC2)n1 | 18%[12.7 µM] | -3% | 8% | · | -7% | -9% | 4%
4% | 20% | N#CC1(C#N)COC23CCCCC2C1(C#N)C(=N)O3 (stereo not given) | · | -13% | -4% | -6% | ? | -11% | 5%
38%[activator] | -2% | Cc1cccc(NC(=O)C2(c3ccc([N+](=O)[O-])cc3)CCCC2)c1 | 17%[59 µM] | -17% | 1%[57.1 µM] | -10% | 7% | -20% | -21%
23% | 3% | Cc1ccc(NC(=O)Nc2cccc(C(F)(F)F)c2)nc1 | 22% | -6% | -10% | 1% | 1% | -8% | -7%
27% | -2% | CC1CCCCN1C(=O)Cn1c(=O)n(CCC(=O)NCc2ccco2)c(=O)c2sccc21 (stereo not given) | 6% | -4% | 3% | -5% | 0% | -6% | -11%
37%[activator] | 7% | CC(C#N)Sc1ncnc2sc(-c3ccccc3)cc12 (stereo not given) | 9% | -15% | -1% | -7% | -17% | -5% | -18%
5% | 8% | CCC/C(=N\NC(=O)c1ccco1)c1ccc(Cl)s1 | 12% | -4% | -17% | 0% | 57%[activator] | -10% | -1%
55%[activator] | · | CCOc1ccc2c(c1)OC1(CCC(C)C1)CC2=O (stereo not given) | · | 10% | · | · | · | 33% | -10%
-12% | · | CCN1C(=O)[C@@H]2[C@@H](c3ccc(-c4ccc(F)cc4)c(OC)c3)N3CCC[C@@]3(C(=O)OC)[C@@H]2C1=O | · | -4% | · | · | 8% | ? | -17%
-3% | ? | CN(Cc1ccco1)S(=O)(=O)c1ccc2c(c1)CCN2C(=O)CCC(=O)O | 10% | -8% | -2% | 1% | 5% | -14% | -12%
1% | 13% | Cc1cc(C)cc(N2C(=O)N(Cc3cc(=O)n4ccccc4n3)c3ccccc3S2(=O)=O)c1 | 1%[59 µM] | -4%[60.1 µM] | -7% | -4% | · | -22% | -14%
5% | 21% | Cc1nc2ccc(NS(=O)(=O)c3c(C)c(C)cc(C)c3C)cc2s1 | 14µM* | -10% | ? | -8% | 9% | -9%[11.4 µM] | -1%
10% | 16% | CCOc1c2ccc(C(=O)NC3CCCc4ccccc43)cc2nn1C (stereo not given) | 0%[12.7 µM] | 9% | 8% | 2% | 0% | -9% | -18%
-2% | 1% | CCOC(=O)CN1CC23C=CC(O2)C(C(=O)N2CCN(c4ccc(F)cc4)CC2)C3C1=O (stereo not given) | -50% | -8% | -2% | -4% | 1% | -21% | -14%
41%[activator] | 4% | O=C(Cn1cc2c(n1)CCCCC2)N1CCc2ccccc2C1 | -19%[59 µM] | 4% | 7% | -9% | -1% | -23% | -19%
19% | 44% | COC(=O)c1ccc(NC(=O)N2CCC(O)(c3cccnc3)CC2)cc1 | · | -2% | 1% | 0% | -9% | -6% | -13%
108%[activator] | -3% | Cc1cc(NC(=O)CCC(=O)N(CC(=O)NCC2CCCO2)c2ccccc2)no1 (stereo not given) | -2% | -1% | 3% | -1% | 3% | -10% | 5%
-25% | · | C/C=C/c1cc(OC)c2c(c1)[C@H](C)[C@@H](c1ccc(O)c(OC)c1)O2 | · | -8% | · | · | · | ? | -10%
28% | 4% | COC(=O)CCc1c(C)c(C(=O)c2ccc(F)cc2)c2ccccn12 | ? | 0% | -7% | -3% | -3% | -4%[57.1 µM] | -23%
30% | 14% | O=S(=O)(c1ccc(Br)cc1)c1nnn2c1nc(N1CCOCC1)c1sccc12 | -3%[59 µM] | 3% | -13% | 1% | · | 2% | 1%
19% | 12% | COc1cc(OC)c2c(c1)S(=O)(=O)C(c1ccccc1)=C2N | -8% | -8% | -22% | -6% | -9% | -11% | 1%
10% | 5% | O=C(/C=C/c1cn(CC(O)CN2CCCCCC2)c2ccccc12)c1ccc(Br)cc1 (stereo not given) | -43%[59 µM] | -6% | ? | 1% | · | ? | -12%
65%[activator] | 3% | COc1ccc(S(=O)(=O)NC(N)=NCCc2ccc(OC)c(OC)c2)cc1C | -30% | -10% | · | 3% | -3% | -12% | -10%
34%[activator] | 0% | O=P(COCCOCCOCCOCP(=O)(c1ccccc1)c1ccccc1)(c1ccccc1)c1ccccc1 | -4% | -3% | -4% | -4% | 1% | -4% | -25%
38%[activator] | 1% | Cc1oc2ncn(CC(C)C)c(=O)c2c1C(=O)N1CCN(c2cccc(C(F)(F)F)c2)CC1 | -21%[59 µM] | 1% | 4%[57.1 µM] | 3% | · | -13% | -23%
65%[activator] | 15%[57.1 µM] | C=CCNC(=O)COC(=O)c1oc2ccccc2c1CSC1CCCCC1 | -12% | -9% | -2% | 4% | ? | -5% | -7%
1%&29% | 0% | COc1cccc(Cn2cc(-c3cccc(C(F)(F)F)c3)nn2)c1 | ? | -12%&4% | 19% | -11% | 4% | 54%[activator] | -21%
13% | -15% | Cc1sc(N)c(C(=O)c2ccccc2Cl)c1C | 17%[12.7 µM] | 5% | 45µM* | -8% | 24% | ? | -11%
-11% | 2% | COc1ccc(C(=O)NC2CC2)cc1OC1CCN(Cc2ccc(NC(C)=O)cc2)CC1 | -6%[12.7 µM] | 10% | 12% | 1% | 12% | 12% | -15%
62%[activator] | ? | Cc1ccc(S(=O)(=O)C(CNC(=O)C(C)C)c2cccs2)cc1 (stereo not given) | 8% | 1% | -12%[57.1 µM] | 0% | 20% | -8% | -13%
-9% | -20% | CC(=O)c1ccccc1NS(=O)(=O)c1cccc2nonc12 | -5% | 2% | -14% | -2% | -8% | -6% | 10%
2% | 22% | C=CCn1c(CNC(=O)c2cccs2)n[nH]c1=S | 25µM* | -12% | 22% | 2% | -8% | ? | -3%
1% | 23% | Cc1cccc(C)c1NC1=NC(=S)N(c2ccccc2)C12CCOC(C)(C)C2 (stereo not given) | 14% | -7% | 4% | -3% | 0% | -7% | -12%
20% | -10% | CCOC(=O)CSc1nc2sc3c(c2c(=O)n1-c1ccc(C)cc1)CCN(C)C3 | ? | -17%[60.1 µM] | -10% | -4% | 2% | -28% | 1%

Not all compounds are listed (hit frequency here may not be typical).
